# Bioassay records (PubChem)
# Vif-APOBEC3F blk = inhibitors of Vif-A3F interaction. HeLa A3F-eYFP + Vif (tagged APOBEC3F with the HIV-1 protein that degrades it), YFP fluorescence increase. Potency, µM (titrated, usually from 46.1 µM), for inactives: at the top dose activity, negative = active. 0.2% of 390,000 active; also: potency is read from the fitted curve at half-maximal effect; % of control where 0% means no effect; nearly all actives have a fitted effect of over 65% in size
#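 HeLa cells stably expressing Vif plus C-terminally eYFP-tagged A3F were seeded, incubated overnight at 37 deg C, dosed with compound, incubated overnight again at 37 deg C. Yellow fluorescence (Ex 488/Em 500-530) reported blocked Vif-mediated A3F-eYFP degradation.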
# GRP78 ERSR act = inducers of ER stress response in human glioma cells; U87-MG GRP78 promoter luciferase reporter, 16 h; Potency, µM, for the others: at the top dose activation, most hits filed as activators; 0.02% of 420,000 active; also: potency is read from the fitted curve at half-maximal effect; series mostly up to about 76 µM; % of control where 0% means no effect; nearly all actives have a fitted effect of over 35% in size
#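 Stably transfected U87-MG human glioma cells carrying a GRP78-based luminescent sensor were seeded at 1000 cells/well, pin-dosed with compounds and incubated 16 h. Luciferase reagent was then added, and end-point luminescence was read after 10 min at room temperature.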
# D2 agonist = agonists of human D2 dopamine receptor. P14416. HEK293 T-REx D2 cells, calcium flux agonist mode. activation, % at 2 µM. 0.53% of 340,000 active. AID 485358;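 active = activation over 3 SD above normal in the single-dose calcium agonist read, cut at about 30% in these data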; also: 0% is about no effect
# Target sequence (P14416 whole entry, looked up): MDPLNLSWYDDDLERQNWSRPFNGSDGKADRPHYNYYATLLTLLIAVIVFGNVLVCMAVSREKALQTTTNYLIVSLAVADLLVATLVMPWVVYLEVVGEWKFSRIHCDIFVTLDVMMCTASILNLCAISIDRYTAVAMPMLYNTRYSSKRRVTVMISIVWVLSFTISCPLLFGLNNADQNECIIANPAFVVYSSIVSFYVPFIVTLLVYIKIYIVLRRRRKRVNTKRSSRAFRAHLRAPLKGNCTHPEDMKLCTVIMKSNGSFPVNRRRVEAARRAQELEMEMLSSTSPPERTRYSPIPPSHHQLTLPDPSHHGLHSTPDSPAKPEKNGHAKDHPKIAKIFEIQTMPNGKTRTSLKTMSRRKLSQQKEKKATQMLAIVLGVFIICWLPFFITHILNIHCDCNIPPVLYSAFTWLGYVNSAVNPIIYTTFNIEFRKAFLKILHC
#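 HEK293 Trex D2 cells, tetracycline-induced, o/n 30 C 5% CO2; no-wash Ca dye, RT 30–90 min; 10-cycle baseline, 23 nl cpd added, kinetic Ca read 180 s; agonist hits = positive Ca response.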
# D2 antag = antagonists of human D2 dopamine receptor; P14416; HEK293 TREx D2 cells, calcium flux, dopamine EC80; inhibition, % at 10 µM; 2% of 340,000 active; AID 485344; in the data active = inhibition above about 30%; also: 0% is about no effect
#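 Compounds are added to dye-loaded, induced HEK293 T-REx cells coupled to calcium release via D2; after a 3 min kinetic read an EC80 dopamine stimulus is given and fluorescence is recorded for 3 more min.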
# ERG-DNA inh = inhibitors of human ERG Ets domain-DNA interaction; Potency, µM (series often up to 76.9 µM), for inactives: top-dose FP activity, negative = inhibition, usual class: inhibitors; 0.028% of 370,000 active; fluorescence polarization, His-ERG Ets domain / labelled DNA; P11308; active = well fitted inhibition curve with a large enough effect in the polarisation, with a control signal flat; inconclusive = small, poorly fitted or top-dose-only effect, or effect the other way, or a change in a side signal; inactive = no such curve, though single readings can be large or run the other way; the % refers to the polarisation;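 also: polarization taken with two DNA probes labelled with fluorescein and Texas red; potency is read from the fitted curve at half-maximal effect; % of control where 0% means no effect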
#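 His-tagged ERG Ets domain (1 uM in the protein solution; 300mM KCl, 50mM Tris-HCl, 1mM EDTA, 1mM DTT, pH 7.5) received compound, then a probe mix of 5 nM fluorescein-DNA and 100nM Texas-615-DNA. Fluorescence polarization was read for both dyes.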
# RGS4 inh = human RGS4 inhibition | P49798 | Transcreener GDP fluorescence polarization, RGS4-accelerated GTP hydrolysis | Potency, µM (series often up to 114 µM), for inactives: top-dose activity change, negative = inhibition, usual class: inhibitors | 0.039% of 390,000 active | AID 504845; also: potency is read from the fitted curve at half-maximal effect; % is scaled to controls: 0 for no effect and ±100 for the full control effect; nearly all actives have a fitted effect of over 75% in size; some results filed as inactive show a strong effect at the top dose
# Target sequence (P49798 whole entry, looked up): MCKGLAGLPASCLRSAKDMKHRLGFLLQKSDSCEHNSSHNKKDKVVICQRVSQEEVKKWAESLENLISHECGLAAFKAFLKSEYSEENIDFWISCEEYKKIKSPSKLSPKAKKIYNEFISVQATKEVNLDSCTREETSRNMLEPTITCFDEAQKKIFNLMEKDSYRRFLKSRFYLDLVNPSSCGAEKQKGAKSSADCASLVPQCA
#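 MLSMR compounds (23 nl, pin-transferred) preincubated 10 min at room temperature with a 500nM (2x) first reagent, then RGS4 at 900nM (2x) plus Transcreener GDP mix added; fluorescence polarization (620/688 nm) read before and after 90 min at 30 °C.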
# 12-LOX inh = inhibitors of human 12S-lipoxygenase ALOX12; P18054; Potency, µM (top dose mostly 108 µM), for inactives: at the highest dose activity change, negative = inhibition, most hits filed as inhibitors; purified 12hLO, xylenol orange hydroperoxide absorbance; 1.1% of 580,000 active; also: potency is read from the fitted curve at half-maximal effect; % is scaled to controls: 0 for no effect and ±100 for the full control effect
#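 Hydroperoxide product was detected by ferrous iron/xylenol orange as the 573 to 405 nm absorbance ratio. Arachidonic acid at 40 uM (final) was turned over for 30 min at room temperature by 150 nM human 12hLO, pH 7.0 Hepes buffer, after 15 min compound preincubation.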
# Vif-A3G inh = Vif-A3G binding inhibition | HeLa A3G-eYFP + Vif (tagged APOBEC3G with the HIV-1 protein that degrades it), YFP fluorescence, overnight | Potency, µM (titrated, usually from 46.1 µM), for inactives: at the highest dose activity, negative = active, usual class: inhibitors | 0.076% of 410,000 active | AID 602310;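 also: potency is read from the fitted curve at half-maximal effect; % is scaled to controls: 0 for no effect and ±100 for the full control effect; nearly all actives have a fitted effect of over 60% in size; hits raise eYFP signal because A3G escapes Vif-driven loss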
# Target sequence (Q9HC16 whole entry, looked up): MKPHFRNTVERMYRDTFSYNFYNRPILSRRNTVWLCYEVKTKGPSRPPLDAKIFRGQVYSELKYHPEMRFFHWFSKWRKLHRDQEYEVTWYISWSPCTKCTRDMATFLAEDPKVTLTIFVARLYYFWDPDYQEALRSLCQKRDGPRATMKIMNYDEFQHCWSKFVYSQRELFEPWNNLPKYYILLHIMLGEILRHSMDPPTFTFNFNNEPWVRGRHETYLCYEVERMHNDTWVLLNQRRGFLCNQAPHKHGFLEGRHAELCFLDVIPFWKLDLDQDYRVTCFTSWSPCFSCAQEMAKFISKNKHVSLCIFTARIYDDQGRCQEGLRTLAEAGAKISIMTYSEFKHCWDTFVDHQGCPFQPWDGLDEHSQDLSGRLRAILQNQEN
#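 HeLa cells stably expressing Vif and C-terminally eYFP-tagged A3G, seeded overnight at 37 deg C, then exposed to compound by pintool overnight at 37 deg C. Rise in yellow fluorescence (Ex 488/Em 500-530, Acumen) marks blocked Vif-driven A3G degradation.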
# LDHA inh = LDHA (human) enzyme inhibition; P00338; purified LDHA, NADH/diaphorase-resazurin fluorescence; active compounds read low; activity change, % (values are at about 110 or 230 µM); 0.15% of 480,000 active; AID 1347041; in the data active = activity change below about -30%; inconclusive = mostly about -25% to -30%;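 also: plate controls were DMSO wells for no effect and wells without enzyme for full effect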
#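 Enzyme activity of human lactate dehydrogenase 5 (2 nM; 0.06 mM NADH, 0.2 mM pyruvate, 5 min, RT) is measured via a resazurin/diaphorase fluorescence readout of residual NADH.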
# * marks the source's active call; other numbers are inactive results; u = inconclusive; x = no result given; & = joins results of further samples; [ ] = remark or other dose. Unless noted, calls follow the shape of the dose curve; as a rule, active = well fitted curve in the direction sought with a large enough effect; inconclusive = small, poorly fitted or top-dose-only effect, or another doubt; inactive = no such curve, though single readings can be large; an effect the other way counts as inactive or inconclusive.
SMILES,Vif-APOBEC3F blk,GRP78 ERSR act,D2 agonist,D2 antag,ERG-DNA inh,RGS4 inh,12-LOX inh,Vif-A3G inh,LDHA inh
O=C1CCC/C(=N/NC(=O)c2ccc(NS(=O)(=O)c3cccs3)cc2)C1,-2.1%,0.6%,1.2,16.6,-3.3%,-5.7%,-1.4%,0.6%,2.2
CC(=O)Nc1nc2ccccc2n1CCN1CCOCC1,-0.5%,-3.5%,x,x,-1.3%,18.9%,u,-6.6%,-0.9
COc1cc(-c2nc3sc(C)c(C)c3c(=O)o2)cc(OC)c1OC,-0.7%,-1.0%,0.4,-3.2,-10.9%,-0.3%,8.5%,0.3%,-0.1
CCCCNC(=O)c1cc(-c2ccc3c(c2)OCO3)on1,5.6%,-0.7%,-1.0,-17.5,-1.7%,0.7%,21.8%,-7.3%,-6.9
O=C(NCc1c(F)cccc1F)c1cc(COc2c(F)cccc2F)on1,3.0%,4.7%,0.6,-18.3,7.3%,10.2%,2.2%,-12.6%,2.4
COC(=O)Cc1ccc(NC(=O)c2ccc3c(c2)C(=O)N(Cc2cccnc2)C3=O)cc1,1.6%,-6.5%,0.2,19.1,5.0%,19.8%,1.5%,-0.1%,-5.2
OC[C@@H](O)[C@@H](O[C@@H]1O[C@H](CO)[C@H](O)[C@H](O)[C@H]1O)[C@H](O)[C@@H](O)CO,4.5%,-1.7%,x,x,u,-29.6%,-5.4%&7.0%,-0.6%,-1.8
Cc1ccc(C)c(N(CC(=O)NCc2ccccc2)C(=O)c2csnn2)c1,-16.1%,-2.9%,0.8,21.9,1.7%,8.0%,0.0%,-0.3%,-20.0
COC(=O)COc1ccc(/C=C2/SC(=O)N(CC(=O)N3CCCC3)C2=O)cc1Br,-2.9%,-15.1%,1.2,2.2,-5.7%,21.1%,-18.7%,-5.2%,-2.1
Cc1cccc2nc(Cn3c(=O)n(CCCC(=O)NCc4ccco4)c(=O)c4ccccc43)cc(=O)n12,-10.4%,-3.4%,x,x,-0.3%,5.9%,-3.8%,0.9%,-11.9
O=C(O)c1cccc(S(=O)(=O)N2CCc3ccccc3C2)c1,-28.0%,-1.1%,-0.3,0.0,-4.3%,-4.8%,0.0%,-4.7%,-0.2
Cc1onc(-c2ccccc2)c1CNS(=O)(=O)c1ccc(F)cc1F,-9.1%,-6.1%,-0.9,-0.5,3.5%,10.2%,10.2%,-1.3%,-1.8
O=C(Nc1cccnc1)c1cnn2c(C(F)F)cc(C3CC3)nc12,2.1%,-4.7%,-1.3,7.1,-12.6%,9.7%,0.0%,0.9%,-3.4
O=C(O)CN1C(=O)N/C(=C\c2cccn2-c2ccc(P(=O)(O)O)cc2)C1=O,-3.2%,-3.8%,x,x,x,-6.4%,u,-11.2%,-11.4
Cc1ccc(S(=O)(=O)CC(=O)c2ccc(C)c([N+](=O)[O-])c2)cc1,4.2%,-3.1%,0.8,78.8*,-11.0%,5.7%,-18.6%,-7.0%,-5.5

# Single entries from above.
# Reading for `O=C(O)CN1C(=O)N/C(=C\c2cccn2-c2ccc(P(=O)(O)O)cc2)C1=O` under Vif-A3G inh: -11.2%
# Reading for `COC(=O)COc1ccc(/C=C2/SC(=O)N(CC(=O)N3CCCC3)C2=O)cc1Br` under RGS4 inh: 21.1%

# The results go on:
SMILES,Vif-APOBEC3F blk,GRP78 ERSR act,D2 agonist,D2 antag,ERG-DNA inh,RGS4 inh,12-LOX inh,Vif-A3G inh,LDHA inh
CCOC(=O)/C=C/C(=O)OCC(=O)N1CCN(C(=O)c2ccco2)CC1,-3.3%,-7.1%,0.1,-5.8,4.6%,-10.1%,u,-11.6%,-2.5
COc1ccc(C(=O)COC(=O)/C=C/c2ccc(S(=O)(=O)Nc3cccc(S(N)(=O)=O)c3)cc2)cc1,3.4%,-3.0%,0.5,-6.2,27.0%,-29.0%,-3.2%,-12.2%,-11.3
CCN1CCN(c2ncc3c(n2)CC(c2cc(OC)c(OC)c(OC)c2)CC3=O)CC1 (stereo not given),-4.8%,-3.6%,-1.7,13.5,-12.5%,10.8%,-2.0%,u,-1.1
COc1ccc2nc(N3CCCC3)c(C#N)cc2c1,11.2µM*,1.6%,8.6,5.6,-2.2%,4.0%,u,-14.1%,9.9
CCN(CC)S(=O)(=O)c1ccc(-c2csc(C)n2)cc1,-1.7%,-0.1%,1.0,-30.1,5.0%,-103.6%[56.9 µM],-13.4%,3.1%,-0.3
COc1ccccc1C(=O)Nc1ccnn1C1CCN(C(=O)c2ccoc2)CC1,-12.0%,-1.6%,x,x,-3.3%,-4.4%,0.4%,-0.3%,-6.6
Cc1cccc(C(=O)O)c1NC(=O)c1ccc(F)cc1,-2.9%,-4.8%,1.6,-6.3,-7.1%,-22.3%,46.4%[activator],-1.4%,-10.4
Fc1ccc(COc2cccc3cccnc23)cc1,0.9%,7.6%,1.0,-6.8,10.1%,13.3%,-1.0%,-3.4%,-8.6
Cc1cc2cc(C(c3nnnn3Cc3ccco3)N3CCc4ccccc43)c(=O)[nH]c2cc1C (stereo not given),-1.1%,-5.6%,-0.5,-3.1,-2.9%,u,u,5.4%,5.6
N#Cc1c[nH]n2c(NC3CCCCC3)c(-c3cccc(Cl)c3)nc12,-6.8%,1.1%,0.4,x,-9.1%,2.3%,-3.6%,-7.6%,1.2
COC(=O)n1c(=O)oc2ccccc21,-1.9%,-1.1%,0.6,-1.9,-4.9%,3.8%,0.0%,-1.2%,-7.3
O=C(Nc1ccc2c(c1)OCCO2)C1CCN(C(=O)c2ccccc2)CC1,12.8%,-0.5%,0.3,-20.3,-10.1%,14.6%,6.7%,-4.8%,-6.1
O=C(CCl)Nc1ccccc1C(=O)Nc1ccc2c(c1)OCO2,5.3%,-3.6%,0.3,2.1,-2.1%,3.9%,-2.1%,-11.5%,7.9
CCc1sc(NC(=O)CCC(=O)O)nc1-c1cc2ccccc2oc1=O,-4.3%,-4.1%,0.3,2.6,8.2%,-7.6%[56.9 µM],-22.6%,1.0%,-2.4
COc1ccc(-c2[nH]c(-c3ccc(O)cc3)nc2-c2ccccc2)cc1,3.4%,-0.1%,x,x,-0.5%,21.9%,u,-2.8%,3.2
CCN(CC)S(=O)(=O)c1ccc2c(c1)N(CC(=O)Nc1ccc(Cl)cc1)C(=O)C1CCCN21 (stereo not given),-14.3%,-2.4%,0.3,x,9.8%,-22.2%,2.0%,-18.1%,1.7
COc1cccc(C(=O)NCC(c2cccnc2)N2CCN(c3ccccc3OC)CC2)c1 (stereo not given),1.1%,-3.8%,-1.1,12.6,-8.8%,-21.2%,x,2.0%,1.4
COc1ccc(N2C(=O)c3ccccc3NC2c2ccc(OC)c(Cn3nnc4ccccc43)c2)cc1 (stereo not given),-20.9%,-1.0%,0.6,-13.5,x,7.6%,-9.3%,-5.7%,-10.9
CC1=C/C(=C/N(C)c2ccccc2)C(=O)S1,-5.5%,-3.6%,-0.5,5.2,-3.8%,u,u,-7.6%,7.5
COCCNC(=S)N1CCN(c2nc(-c3ccc(F)cc3)cs2)CC1,2.1%,-0.2%,-0.5,-5.9,-12.8%,-27.5%,-1.5%,1.9%,-5.1
CCOn1c(=O)c(-c2cc(OC)ccc2OC)[n+]([O-])c2ccccc21,-1.8%,-2.0%,-0.1,7.3,2.2%,6.8%,-26.6%,1.0%,1.4
CCOC(=O)c1cnn2cc(-c3[nH]ncc3[N+](=O)[O-])cnc12,0.9%,-0.6%,2.9,0.1,7.8%,20.3%,-8.6%,-4.3%,-1.0
Cc1cc(C)n2nc(SCC(=O)N/N=C/c3ccccc3F)nc2n1,-6.4%,-2.2%,x,x,-2.7%,-12.4%,16.1%,-0.3%,-0.9
COc1ccc(-c2oc(=O)c3cc(OC)c(OC)cc3c2C#CCCO)cc1,9.5%,-3.3%,x,x,2.2%,-24.8%,u,4.2%,0.4
COC(=O)c1cc(S(=O)(=O)N2CCCC2)c(Cl)cc1Cl,16.3%,-1.8%,-0.4,10.2,-9.9%,20.1%,33.1%,1.3%,-14.8
N#Cc1ccccc1OCC(=O)C1CC1,-13.9%,-3.9%,0.5,-5.1,0.3%,-19.9%,0.0%,-0.4%,1.2
O=C(CSCc1ccc(Cl)cc1)Nc1ccc2c(c1)OCCO2,-6.9%,5.7%,-0.2,13.1,-1.7%,-8.4%,-20.8%,0.6%,-7.8
CC(=O)CSc1nnc(-c2ccc(S(=O)(=O)N3CCC(C)CC3)cc2)o1,5.5%,-4.4%,x,x,5.2%,-16.7%,6.9%,-0.3%,-10.0
O=C(c1ccc([N+](=O)[O-])o1)N1CCN(c2nc3c(Cl)cccc3s2)CC1,u,-2.6%,0.1,0.1,0.8%,-3.2%,-3.5%,0.5%,0.0
O=C(CSc1nc(=O)n(Cc2ccco2)c2c1CCC2)NCc1ccc(F)cc1,-12.5%,0.3%,0.3,x,5.5%,-26.6%,-24.0%,-6.8%,-2.6
CCOc1ccc(C(=O)c2ccncc2)cc1,1.9%,-2.9%,-1.3,-18.8,x,18.6%,-0.5%,-2.4%,-0.4
O=C(Cn1ncc(Cl)c(Cl)c1=O)c1ccc(Cl)cc1,-3.6%,-15.2%,0.8,23.8,0.7%,-42.0%,-1.7%,u,-1.7
O=C(COc1ccc(F)cc1)OCc1cc(=O)n2nc(C3CCCCC3)sc2n1,-0.9%,-1.5%,-0.8,x,-0.7%,-9.3%,-11.6%,-0.8%,-2.2

# Not all compounds are listed (hit frequency here may not be typical).
